Screens (PubChem BioAssay)
Salmonella PhoP GFP = PhoP-dependent GFP reporter repression – Salmonella Typhimurium, primary screen (AID 1863); S. Typhimurium PhoP-regulated promoter GFP reporter, 4 h; higher % means a stronger effect; one-dose inhibition, % at 50 µM; IC50 in µM for titrated hits; hit rate 0.16% among 300,000;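 active = inhibition over 29.93%, a cutoff 3 SD above the screen mean, later confirmed by dose response; inconclusive = inhibition over 29.93% but no dose response follow-up; inactive = inhibition at most 29.93% or unconfirmed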;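 note: 0% = low Mg2+ inducing control and 100% = high Mg2+ repressing control; strong numbers were not always called active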
HIV fusion peptide = cell-free HIV fusion peptide-binding blockers – biochemical, uHTS, fluorescence dequenching, primary screen (AID 1986). hit rate 0.3% among 290,000. cell-free peptide binding, fluorescence dequenching, 30 min; higher % means a stronger effect. one-dose inhibition, % at 20 µM; IC50 in µM for titrated hits; in the data active = inhibition mostly above about 52%, no sharp cut-off; inactive = mostly below about 76%; note: some results filed as inactive read as strong as hits
RSV CPE inhibition = RSV antiviral activity via CPE protection, HEp-2 cells, primary 10 µM value included (AID 2391); HEp-2 cells, RSV-induced CPE inhibition; higher % means a stronger effect; CPE inhibition, % at 10 µM, or IC50 in µM where a hit was titrated; hit rate 0.13% among 310,000; in the data active = a potency from the dose series; inconclusive = CPE inhibition mostly from about 23% at the one dose, without a potency; inactive = the rest, 99 in 100 with CPE inhibition below about 21%; note: strong numbers were not always called active
SV40 large T antigen = TAg ATPase/helicase activity blockers – biochemical (AID 1903); SV40 large T antigen ATPase/helicase inhibition assay; higher % means a stronger effect; inhibition, % at 20 µM; hits with a dose series show IC50 in µM; hit rate 0.39% among 310,000; in the data active = a potency from the dose series; inconclusive = inhibition mostly from about 32% at the one dose, without a potency; inactive = the rest, 99 in 100 with inhibition below about 32%; note: strong numbers were not always called active
GPR55 antagonists = GPR55 antagonists blocking LPI-driven arrestin recruitment, primary screen, imaging, U2OS, beta-arrestin-GFP, LPI agonist (AID 2013) | hit rate 0.13% among 290,000 | U2OS GPR55 beta-arrestin-GFP translocation imaging, LPI antagonism; higher % means a stronger effect | one-dose inhibition, % at 10 µM; IC50 in µM for titrated hits;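 active = spots per cell inhibited over 60%, with over 100 cells counted and total cytoplasm intensity under 500,000; inconclusive = wells with under 100 cells, flagged as likely toxic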;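 note: U2OS cells stably carrying GPR55 and arrestin-GFP stimulated by 5 µM LPI near EC80; imaged beta-arrestin-GFP aggregate spots per cell after agonist stimulation; plate controls were LPI-stimulated DMSO wells for no effect and DMSO wells without LPI for full effect; some results filed as inactive read as strong as hits; confirmed hits need IC50 under 10 µM and bright autofluorescent wells are also inconclusive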
Rac1 GTP hydrolysis = MgcRacGAP GTPase-activating activity inhibitors, confirmation, biochemical, ADP Hunter fluorescence; AID 624330; MgcRacGAP-stimulated Rac1 GTP hydrolysis, ADP Hunter fluorescence; higher % means a stronger effect; GST-tagged Rac1 F28L mutant substrate; one-dose inhibition, % at 30 µM; IC50 in µM for titrated hits; hit rate 0.6% among 340,000;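 active = first-screen hits whose inhibition reached a set limit at any dose in the follow-up dose series; inconclusive = inhibition above the set first-screen limit but never retested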;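 note: fluorescence reports GDP produced by GAP-driven GTP hydrolysis; strong numbers were not always called active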
NS5 inhibitors = flavivirus cap methylation enzyme inhibition – biochemical, confirmation dose response, primary screen (AID 588689); one-dose inhibition, % at 25 µM; IC50 in µM for titrated hits; Dengue-2 NS5 methyltransferase capping enzyme assay, biochemical; higher % means a stronger effect; hit rate 0.3% among 340,000; in the data active = a potency from the dose series; inconclusive = inhibition above about 29% without an active follow-up result
GPR35 antagonists = inhibition of zaprinast-stimulated GPR35 beta-arrestin translocation – imaging, U2OS, beta-arrestin-GFP, zaprinast agonist, primary screen (AID 2058). one-dose inhibition, % at 10 µM; IC50 in µM for titrated hits. hit rate 0.052% among 290,000. U2OS GPR35 beta-arrestin-GFP translocation imaging, zaprinast antagonism; higher % means a stronger effect;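 active = inhibition of at least 50% with at least 30 cells and total cytoplasm GFP at most 10,000,000; inconclusive = under 30 cells or total GFP of 10,000,000 plus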
UTI89 phage lysis = inhibition of K1F phage lysis, E. coli UTI89, bacterial capsule biogenesis inhibitors, alamar blue (AID 488966) | E. coli UTI89 K1F phage lysis, alamar blue, 2 h; higher % means a stronger effect | one-dose inhibition, % at 100 µM; IC50 in µM for titrated hits | hit rate 0.02% among 340,000;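 active = phage lysis inhibition, versus mean bacterial control, above a set limit; inconclusive = no clear call, values can overlap the other calls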;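 note: capsule biogenesis inhibitors block K1F phage lysis so surviving cells raise fluorescence; higher fluorescence means more inhibition of phage lysis; actives were called in the ten point dose series up to 300 µM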
NS5 inhibitors pilot replicate = also measured in NS5 inhibitors; calls as there; inhibition, %; measured here: pilot screen replicate inhibition
* hit, by the source's call; ? = inconclusive; . = no result given; [ ] = dose if it differs, or a comment.

SMILES	Salmonella PhoP GFP	HIV fusion peptide	RSV CPE inhibition	SV40 large T antigen	GPR55 antagonists	Rac1 GTP hydrolysis	NS5 inhibitors	GPR35 antagonists	UTI89 phage lysis	others
Cc1c(C(=O)NNC(=O)c2ccncc2)oc2ccccc12	.	.	0.4%	.	.	-2%	-4%	.	0.0%[50 µM]
COc1ccc(/C=N/N=C(\N)c2nonc2N)cc1OC	-4%	1.0%	57%	23%	3%	1%	-2%	3%	-0.3%
O=C(CCC(=O)OCC(F)(F)C(F)F)NCc1ccccc1	11%	-1.2%	1.7%	11%	-5%	7%	-4%	8%	-0.1%
CC(=O)Cn1ncc(N2CCCCC2)c(Cl)c1=O	-10%	1.1%	5.3%	2%	5%	8%	-15%	12%	0.5%
CCN(C(=O)COC(=O)CCn1c(C)csc1=O)c1c(N)n(Cc2ccccc2)c(=O)[nH]c1=O	.	.	1.8%	.	.	4%	3%	.	0.5%[50 µM]
COc1ccccc1/C=N/NC(=O)c1ccc(=O)n(C)c1	0%	-2.2%	0.3%	6%	-3%	0%	1%	-8%	2.8%
O=C(NNC(=O)c1ccccc1Br)c1ccccc1Cl	-2%	0.4%	3.4%	2%	7%	7%	-10%	4%	-0.2%
CCc1cccc2c(C(=O)CSc3nncn3-c3ccc(OC)cc3)c[nH]c12	9%	-1.8%	3.9%	6%	4%	7%	-7%	-7%	0.1%
O=C1NC(c2ccc3c(c2)OCO3)Nc2ccccc21 (configuration not stated)	0%	-2.1%	1.1%	-6%	-9%	8%	-2%	0%	-0.1%[50 µM]
Cc1cc(C(C)(C)C)oc1C(=O)N(CC(=O)NC1CCCC1)Cc1ccccc1Cl	-3%	-3.4%	18%	5%	5%	-2%	-1%	13%	0.4%
CCCN(c1ccc(OCC)cc1)S(=O)(=O)c1ccc2c(c1)CCN2C(=O)CCC(=O)O	11%	5.7%	0.7%	-4%	4%	-1%	-2%	-9%	6.8%
O=C(CCC(NC(=O)OCc1ccccc1)C(=O)OCC(=O)N1CCCCC1)OCC(=O)N1CCCCC1 (configuration not stated)	0%	46%	0.0%	10%	1%	-3%	-3%	-5%	0.0%	NS5 inhibitors pilot replicate=-2.7
CCOC(=O)C1CCCN(Cc2sccc2C)C1 (configuration not stated)	8%	-0.7%	-0.5%	3%	9%	12%	-3%	6%	3.1%
Cc1noc(N)c1C1(O)C(=O)N(C(C)C)c2ccccc21 (configuration not stated)	-6%	-1.6%	-0.6%	3%	0%	5%	-1%	-15%	-0.4%
CSc1ccc(-c2nc(CSCC(=O)NCCCN3CCCC3=O)c(C)o2)cc1	-8%	0.2%	1.2%	8%	8%	2%	3%	13%	-0.1%
CCS(=O)(=O)Nc1cccc(-c2nc3cccnc3s2)c1	-9%	-0.5%	9.2%	8%	1%	6%	5%	-8%	0.4%[50 µM]
CC(=O)Nc1sc(N/N=C\c2ccco2)nc1-c1cccs1	17%	22%	2.2%	51µM*	5%	-16%	-8%	-8%	0.2%
CC(=O)Nc1cccc(C(=O)OCc2ccc([N+](=O)[O-])cc2)c1	-4%	0.9%	?	4%	7%	9%	-6%	-2%	-0.1%
O=C(C1CCCN1S(=O)(=O)c1cccc2cccnc12)N1CCN(c2ccccc2)CC1 (configuration not stated)	7%	1.4%	2.0%	19%	-3%	0%	4%	16%	-3.8%
O=C(COC(=O)c1cc(=O)[nH]c2ccccc12)c1ccc(Br)cc1	5%	-1.1%	0.9%	7%	5%	-4%	-1%	10%	0.9%[50 µM]
CC(C)CCN1CCN(CCCc2ccccc2)CC1CCO (configuration not stated)	-1%	-0.4%	-1.4%	8%	-6%	2%	-2%	-4%	0.2%
COc1ccc(OC)c(Nc2ccc(C(=O)O)cc2[N+](=O)[O-])c1	2%	0.9%	2.4%	6%	-5%	10%	10%	-9%	-0.1%
Cc1cccc(NC(=O)CCSc2nncn2C)c1	-4%	2.3%	3.7%	6%	6%	8%	-5%	2%	0.4%	NS5 inhibitors pilot replicate=5.4
COc1ccc(-c2noc(N3CCC(C(=O)NCCCN4CC(C)CC(C)C4)CC3)n2)cc1 (configuration not stated)	7%	1.1%	18%	-1%	2%	4%	-10%	2%	0.2%
Cc1ccc(OCC(=O)c2ccc3c(c2)CCCC3)cc1C	-4%	-1.1%	6.3%	20%	30%	6%	-1%	10%	0.7%
O=C(CN1C(=O)c2ccccc2C1=O)Nc1ccc2c(c1)OCO2	14%	0.6%	2.9%	12%	6%	7%	-5%	-4%	4.1%
CCOC(=O)COc1nc(C)c(Br)c(OC)n1	-5%	0.5%	0.9%	8%	3%	1%	-1%	7%	1.5%
CC(=O)c1cccc(CN2CCC(C(=O)Nc3ccc(Oc4cccnc4)cc3)CC2)c1	5%	0.4%	10.0%	4%	-2%	11%	1%	-16%	-0.1%
COc1ccc([C@@H]2[C@@H]3C(=O)N(C(C)(C)C)C(=O)[C@@H]3[C@]3(CC(C)C)C(=O)N(c4ccccc4)C(=O)N23)cc1	-6%	2.4%	0.1%	3%	-6%	7%	-6%	-5%	1.8%
COc1ccc(CNS(=O)(=O)c2cc3c(cc2Cl)NC(=O)CO3)cc1	.	1.2%	0.6%	12%	6%	-4%	-5%	1%	-0.4%
CCOC(=O)N1CCN(C(=O)c2ccc3ccccc3c2)CC1	-5%	-0.9%	0.8%	-11%	-10%	14%	15%	7%	-0.3%
COc1ccc(CCN2CCCC(CN(C)Cc3cc(Cl)c(O)c(OC)c3)C2)cc1 (configuration not stated)	7%	-0.4%	-0.5%	11%	6%	14%	.	0%	-1.6%
CCCCSc1nnc(-c2cc3c(C(F)(F)F)nn(C)c3s2)n1C	16%	-0.9%	2.4%	7%	6%	9%	6%	11%	-0.3%
NC(=O)COC(=O)c1cccc(S(=O)(=O)N2CCN(c3ccc(F)cc3)CC2)c1	5%	-1.6%	2.1%	5%	-6%	5%	1%	-6%	0.1%
Cc1cc(NC(=O)C(C)SCC(=O)N(C)CC(=O)Nc2ccc(Br)cc2C)no1 (configuration not stated)	-3%	-0.4%	1.9%	19%	-4%	8%	-1%	-11%	-0.2%[50 µM]
COc1ccc(CN2CCN(CC(=O)Nc3ccccc3C(=O)NC3CC3)CC2)cc1F	.	.	0.8%	.	.	7%	-7%	.	0.6%[50 µM]
Cc1cc(C)c2c(CN3CCN(Cc4ccccc4)CC3)cc(=O)oc2c1	19%	-1.5%	3.0%	0%	0%	.	-8%	-22%	2.2%[50 µM]
Cc1cc(OCC(=O)N2CCc3ccccc3C2)c(C)cc1Br	6%	1.6%	13%	8%	20%	-1%	2%	10%	-1.2%
CCc1cc(C(=O)N2CCCC(C(=O)c3cccc4ccccc34)C2)n(C)n1 (configuration not stated)	-9%	-0.8%	3.2%	22%	7%	-2%	-2%	-6%	0.1%
Cc1cccc(OC(C)C(=O)Nc2cc(S(=O)(=O)N3CCCCC3)ccc2C)c1 (configuration not stated)	.	.	1.3%	.	.	4%	-8%	.	0.4%[50 µM]
O=c1c2ccccc2nc2c3ccccc3c(Cl)nn12	5%	-0.5%	.	4%	2%	.	.	2%	.
O=C(COc1ccccc1)N1CCN(C(=O)c2cccs2)CC1	-14%	-0.5%	1.5%	-2%	9%	5%	-5%	-13%	0.1%
O=C1COc2ccc(C(=O)CSc3ccccc3C(=O)O)cc2N1	-7%	-1.4%	0.2%	22%	4%	5%	-8%	2%	-0.2%
CSc1ncccc1C(=O)Nc1cccc(S(=O)(=O)N(C)c2ccccc2)c1	.	.	6.8%	.	.	5%	-2%	.	0.2%[50 µM]
O=C(OCc1nnc(-c2ccccc2)o1)c1ccc2ccccc2n1	-11%	-1.8%	0.3%	9%	-4%	1%	-1%	-2%	-0.6%
O=C(COc1ccc(Cl)cc1Cl)Nc1ccc(Cl)cn1	3%	-0.9%	3.6%	6%	0%	7%	-6%	16%	1.6%
CC(=O)Nc1ccc(NC(=O)CN(c2cccc(C)c2)S(C)(=O)=O)cc1	10%	4.2%	2.0%	25%	-6%	-3%	-5%	5%	-1.2%
CC(C)Oc1ccc(Cn2c(=O)oc3ccccc32)cc1	6%	-0.8%	1.1%	7%	14%	5%	0%	-8%	-0.1%[50 µM]
N#Cc1ccc(CSc2nnc(NC(=O)CCc3nc4ccccc4c(=O)[nH]3)s2)cc1	-5%	.	0.5%	11%	.	7%	9%	.	1.6%[50 µM]
CC(=O)C(N=Nc1ccccc1)(Sc1nnc(-c2ccccc2)n1-c1ccccc1)C(=O)Nc1ccccc1 (configuration not stated)	5%	-2.9%	0.9%	2%	7%	7%	-6%	-4%	3.2%
COCc1cc(C2C(C(=O)c3ccco3)=C(O)C(=O)N2CCOCCO)ccc1O (configuration not stated)	11%	0.4%	0.5%	5%	19%	12%	-4%	7%	1.4%
Cc1cccc(C)c1NC(=O)COC(=O)c1ccccc1Nc1ccccc1	-10%	-0.9%	3.2%	5%	6%	7%	-6%	-1%	1.9%
Nn1c(Cc2ccccc2)n[nH]c1=S	-6%	-0.8%	1.7%	9%	-6%	-3%	-6%	19%	1.1%
O=C(CCc1nnc(C2CCCCC2)o1)N1CCC(Oc2cccnc2)CC1	-1%	0.1%	1.0%	14%	-31%	2%	0%	8%	0.0%
COc1cc2c(cc1OC)-c1nnc(-c3ccco3)n1C1(CCCC1)C2	0%	31%	-0.8%	1%	9%	11%	-7%	-22%	-0.6%
Cc1cccc2cc(C#N)c(SCC(=O)NCC3CCCO3)nc12 (configuration not stated)	7%	-1.3%	1.5%	23%	15%	3%	2%	20%	-0.4%
CCCOc1ccc(NC(=O)CC2C(=O)N(CC)C(=S)N2CCCN2CCN(Cc3ccccc3)CC2)cc1 (configuration not stated)	2%	1.1%	43%	1%	18%	8%	4%	-9%	0.3%
COc1ccc(NC(=O)CC2C(=O)N(c3cccc(OC)c3)C(=O)N2C2CCCCC2)cc1 (configuration not stated)	-1%	3.7%	0.0%	0%	4%	-2%	-4%	-7%	7.0%
O=C(O)CSCCOc1ccc(OCCSCC(=O)O)cc1	-5%	1.3%	0.4%	12%	8%	4%	-2%	-6%	4.9%
